Lipid storage S3: qHTS Assay for Lipid Storage Modulators in Drosophila S3 Cells; Potency in µM for hits, for the others lipid storage change, negative = inhibition, % at the top dose, mostly 46.1 µM; Drosophila S3 cells, BODIPY lipid droplet fluorescence, 18-24 h; cells fed with added oleic acid; 0.64% of 320,000 active; active = well fitted inhibition curve with a large enough effect in the signal ratio, with a control signal flat, not every such curve was filed as active; inconclusive = small, poorly fitted or top-dose-only effect, or effect the other way, or a change in a side signal; the % refers to the signal ratio
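Drosophila S3 cells got compounds at several concentrations plus oleic acid (400 uM solution). Laser-scanning cytometry with 488 nm excitation read lipid droplets at 500-530 nm and cells at 575-640 nm. Percent activity was relative to 20 uM Triacsin C.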
Lipid storage S3 cell count max: further read-out of Lipid storage S3, marked with its call; cell number change, %; measured here: cell count max response;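 cells counted by Cell Tracker Red CMTPX staining in the red channel; peak over a dose series mostly up to 46.1 µM; percent activity relative to internal control wells on each plate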
An asterisk follows results filed as active; i = inactive; ? = inconclusive; · = not tested or not shown; [ ] = remark or other dose. % is set by controls: 0 for no effect and ±100 for the full control effect; potency is the fitted concentration of half-maximal effect. An excerpt. The share of hits here may be higher or lower than overall.

#	Compound	Lipid storage S3	Lipid storage S3 cell count max
1	CC(C)(C)c1ccc(S(=O)(=O)CCc2ccccn2)cc1	?	·
2	CC(Oc1ccc(C(=O)c2ccc(F)cc2)cc1)C(=O)N1CCOCC1 (centres undefined)	11.6%[0.0737 µM]	-29.6
3	O=C(Nc1ccccc1)c1ccc(F)c(S(=O)(=O)N2CCOCC2)c1	?	·
4	COc1ccc(C(=O)Nc2ccccc2N2CCOCC2)cc1[N+](=O)[O-]	?	·
5	CCNS(=O)(=O)c1ccc(CCC(=O)NCc2ccc(C)cc2)cc1	-3.9%	6.6
6	C/C(=N\Nc1ccccc1C)c1cccnc1	?	·
7	COc1cc(-c2nnc(-c3ccco3)o2)ccc1OCc1ccccc1	?	·
8	Cc1ccc(OCc2nnc(SCC(=O)Nc3ncc(C)s3)o2)cc1	?	·
9	COc1ccc(C2CC(c3cccs3)=NN2c2nc(C)c(C(C)=O)s2)cc1OC (centres undefined)	-6.6%	·
10	O=C(Nc1ccc(OC(F)(F)F)cc1)C1CCCN(S(=O)(=O)c2cnc[nH]2)C1 (centres undefined)	?	·
11	O=C(NNC(=S)NC(=O)c1sc2ccccc2c1Cl)c1ccc(Cl)cc1	-2.6%	-3.5
12	COc1ccccc1C(=O)NCCC(=O)NNC(=O)C1COc2ccccc2O1 (centres undefined)	?	·
13	CCN(CC)CCNC(=O)c1ccc(Sc2ccc(C)cc2)c(NC(C)=O)c1	0.7%	4.1
14	Clc1ccccc1-c1nn2c(-c3ccncc3)nnc2s1	?	·
15	CCN1CCN(C(=O)c2ccc(CN(c3ccc(C)c(C)c3)S(C)(=O)=O)cc2)CC1	-5.8%	-10.4
16	Cc1sc2ncnc(SCC(=O)c3ccc(O)cc3O)c2c1C	6.1%	2.5
17	Cc1csc(SC(C)c2nc3scc(-c4ccccc4)c3c(=O)[nH]2)n1 (centres undefined)	-10.1%	0.2
18	COc1cccc(CC(=O)Nc2nc(-c3ccc(OC)c(OC)c3)cs2)c1	?	·
19	Cc1csc(SCC(=O)NC(C)C2CC3CCC2C3)n1 (centres undefined)	-6.5%	2.8
20	CCCn1nc(C(=O)OCC(=O)c2c(N)n(C)c(=O)n(C)c2=O)c2ccccc2c1=O	?	·
21	O=C(NC1CCCC1)[C@@H]1CSC2c3ccccc3C(=O)N21 (some centres undefined)	6.5%	-5.3
22	O=C(Nc1ccnn1C1CCN(C(=O)c2cccc(C(F)(F)F)c2)CC1)C1CC1	?	·
23	Cc1ccccc1CS(=O)(=O)CCC(=O)NCc1ccccn1	-5.5%	-19.8
24	N#Cc1ccc(NC(=S)Nc2ccccc2)cc1	?	·
25	COc1ccc(S(=O)(=O)N2CCN(c3ncccn3)CC2)cc1OC	?	·
26	COC(=O)CSc1nnc(CNC(=O)c2cc(OC)c(OC)c(OC)c2)n1C	-13.6%	-6.4
27	Cc1cc(C)c(OCC(=O)Nc2ccc(NC(=O)c3ccco3)cc2)c([N+](=O)[O-])c1	?	·
28	O=C(CSc1nc(=O)n(CCCN2CCOCC2)c2c1CCCC2)Nc1ccc(F)cc1	?	·
29	COC(=O)COc1ccc(S(=O)(=O)Nc2ccc3c(c2)OCO3)cc1Cl	?	·
30	Cc1ccccc1NC(=O)NCC1CCCO1 (centres undefined)	?	·
31	C/C(Cl)=C/CSc1nn2c(=O)c3ccccc3nc2s1	?	·
32	O=C(NCCO)C1CCN(C(=O)c2ccc(-c3ccccc3)cc2)CC1	20.8%	19.1
33	Cc1c(OCc2ccccc2)c(=O)ccn1Cc1ccc(Cl)cc1	?	·
34	CCN(CC)S(=O)(=O)c1ccc(/C=C/C(=O)Nc2ccccc2N2CCOCC2)cc1	4.0%	1.3
35	NS(=O)(=O)c1ccc(CCNC(=O)Cc2ccc(S(=O)(=O)N3CCCC3)s2)cc1	-13.4%	-0.8
36	CCC(C)NC(=O)Nc1ccc(Br)cc1Cl (centres undefined)	-26.0%	-17.3
37	CCOc1ccc(-c2nc(N)ncc2Oc2ccc(OC)cc2)c(O)c1	1.7%	-13.6
38	Cc1ccc2cc(CN(C(=O)c3ccncc3)C(C)C)c(=O)[nH]c2c1	?	·
39	Cc1ccc(NC(=O)CCc2ccc(C)o2)c(C)c1	?	·
40	CCN1CCN(c2ccc(S(=O)(=O)N3CCCCC3)cc2NC(=O)/C=C/c2ccc(F)cc2)CC1	17.9%	21.6
41	COc1ccc(Cc2nnc(NC(=O)Cn3cnc4c3c(=O)n(C)c(=O)n4C)s2)cc1	-12.1%	13.1
42	CCC(=O)NNc1cc(=O)c2c(=O)n(C)c(=O)n(C)c2[nH]1	-3.2%	-1.2
43	O=C1c2ccccc2C(Nc2ccc(-c3nc4ccccc4[nH]3)cc2)N1Cc1ccco1 (centres undefined)	?	·
44	COc1ccc(OC(C)C(=O)N2CCOCC2)cc1 (centres undefined)	?	·
45	CCCC(=O)Nc1ccccc1-c1nnn(CC(=O)Nc2ccc(OCC)cc2)n1	0.9%	-2.2
46	C/C(CC(=O)Nc1cc(C)cc(C)c1)=N\NC(=O)c1ccccn1	10.0%	2.1
47	COc1ccc(-c2csc(NC(=O)COC(=O)c3ccco3)n2)cc1	19.4%	-15.4
48	Clc1ccc(SCCN2CCNCC2)cc1	0.0%	4.4
49	CCCNCC(O)Cn1c2ccccc2n2c(=O)cc(C)c(C#N)c12 (centres undefined)	-19.1%	-18.2
50	Cc1csc(NC(=O)CSc2nc3ccccc3c(=O)[nH]2)n1	?	·
51	CCN(c1ccc(NC(=O)COC(=O)c2ccc([N+](=O)[O-])o2)cc1)C(C)C	13.3%	-5.5
52	CC(=O)Nc1sc(NC(=O)c2ccc(C)cc2)nc1-c1cccs1	?	·
53	CC(=O)N1CCCc2cc(S(=O)(=O)N3CCCC(C(=O)N4CCN(c5cccc(Cl)c5)CC4)C3)ccc21 (centres undefined)	i	-3.7
54	CCCCC[n+]1ccn(C2=C([O-])c3ccccc3C(=O)/C2=N\S(=O)(=O)c2ccc(Br)cc2)c1	-3.5%	·
55	COc1cc2c(cc1OC)C(C)N(C(=O)Cn1ncc3c1-c1ccccc1OC3)CC2 (centres undefined)	9.0%	17.1
56	COC(=O)c1cn(NC(=O)c2cc(OC)cc(OC)c2)c(=O)c2ccccc12	-7.0%	21.3
57	COc1ccc(NC(=O)N2CC(C)OC(C)C2)cc1OC (centres undefined)	4.9%	-4.7
58	CS(=O)(=O)N1CCN(c2ccc(C(=O)NC3C4CC5CC(C4)CC3C5)cc2[N+](=O)[O-])CC1 (centres undefined)	-12.8%	-16.1
59	CN(C)S(=O)(=O)c1cccc(NC(=O)CCc2c[nH]c3ccccc23)c1	i	15.4
60	COC(=O)Cc1ccc(NC(=O)c2ccc(Br)o2)cc1	i	·

Other results:
#	Compound	Lipid storage S3	Lipid storage S3 cell count max
61	CC1CC(C)CN(C(=O)c2ccc(S(=O)(=O)N3CCCC3)cc2)C1 (centres undefined)	?	·
62	O=C(COc1ccc(Cl)cc1)Nc1ccc2oc(-c3ccncc3)nc2c1	i	-16.6
63	CC1(C)CC(=O)c2sc(NC(=O)CCS(=O)(=O)c3ccccc3)nc2C1	-20.8%	-9.7
64	O=C(/C=C/c1ccccc1)N1CCC(Cc2ccccc2)CC1	?	·
65	CCOc1ccc(NC(=O)C(C)Sc2nccn2C)cc1 (centres undefined)	?	·
66	COc1ccc(C)cc1NC(=O)COC(=O)c1ccc(OCc2ccc(Cl)cc2Cl)c(OC)c1	?	·
67	CCCn1nc2cc(C(=O)NCc3ccc(OC(F)(F)F)cc3)ccc2c1OCC	?	·
68	CC(=N\NC(=O)c1ccccc1)/C(=N/O)C(=O)Nc1ccccc1	?	·
69	CSc1ccc(S(=O)(=O)NCC(=O)OCC(=O)N2CCCC2=O)cc1[N+](=O)[O-]	?	·
70	CC(=O)c1cccc(N/C=C\c2nnnn2-c2ccc(F)cc2)c1	20.7%	-13.6
71	O=C(CCn1c(=S)[nH]c2ccccc2c1=O)NCCc1ccc(Cl)cc1	-8.5%	8.3
72	COC(=O)C1CN(C(=O)C(C)Oc2ccc(C)c(C)c2)c2ccccc2O1 (centres undefined)	i	26.1
73	CC(=O)NNC(=O)CCC(=O)Nc1ccccc1	-14.0%	-2.1
74	O=C(CCNC(=O)c1ccccc1Cl)Nc1ccccc1N1CCCC1	-11.8%	-0.5
75	CCOC(=O)CCCNC(=O)CSc1nc2ccc(OCC)cc2[nH]1	?	·

The list goes on; the last 5 above are carried over.
#	Compound	Lipid storage S3	Lipid storage S3 cell count max
71	O=C(CCn1c(=S)[nH]c2ccccc2c1=O)NCCc1ccc(Cl)cc1	-8.5%	8.3
72	COC(=O)C1CN(C(=O)C(C)Oc2ccc(C)c(C)c2)c2ccccc2O1 (centres undefined)	i	26.1
73	CC(=O)NNC(=O)CCC(=O)Nc1ccccc1	-14.0%	-2.1
74	O=C(CCNC(=O)c1ccccc1Cl)Nc1ccccc1N1CCCC1	-11.8%	-0.5
75	CCOC(=O)CCCNC(=O)CSc1nc2ccc(OCC)cc2[nH]1	?	·
76	Cc1ccc(C)c(S(=O)(=O)N(C)C2(C)CCS(=O)(=O)C2)c1 (centres undefined)	11.6%	-0.4
77	N#Cc1nc(-c2cccs2)oc1N1CCN(c2ccccc2)CC1	?	·
78	CCc1ccc(C(=O)NNC(=O)c2c(CC)noc2C)cc1	?	·
79	O=C(COC(=O)/C=C/c1ccc2c(c1)OCO2)NCc1ccccc1	?	·
80	Clc1ccc2nc(NC3=NCN(CCN4CCOCC4)CN3)nc(-c3ccccc3)c2c1	12.6%	-12.9
81	CN(Cc1ccccc1)C(=O)Cn1c(=O)oc2cc(S(=O)(=O)N3CCCC3)ccc21	?	·
82	C=CCCN(Cc1ccccc1)S(=O)(=O)c1cc(Br)ccc1Br	?	·
83	Cc1ccc2[nH]c(=O)c(CN(Cc3cccs3)C(=S)NCC3CCCO3)cc2c1 (centres undefined)	?	·
84	Cc1ccc(N2C(=O)N(CC(=O)Nc3ccc(F)c(F)c3)C(=O)C2C)cc1 (centres undefined)	16.1%[0.0737 µM]	8.8
85	COc1cc(C2C(C#N)=C(N)Oc3n[nH]c(-c4cccs4)c32)cc(OC)c1O (centres undefined)	-0.1%	2.1
86	CCN=c1sc(C(=O)OC)cc(=O)n1CC	?	·
87	O=C(O)c1ccccc1-c1cn2cc(Cl)ccc2n1	-16.8%	-11.9
88	Clc1cccc(-c2nc(-c3ccccn3)no2)c1	-3.3%	0.3
89	CCOc1cc(C=O)cc(Br)c1OCC(N)=O	?	·
90	CN1C(=O)CC(Nc2cccc3cccc(N)c23)C1=O (centres undefined)	?	·
91	Cc1cc(C)nc(S/C=C/C(=O)c2ccc(F)cc2)n1	?	·
92	Nc1cc(OC(=O)c2ccccc2Br)nn1S(=O)(=O)c1ccccc1	?	·
93	CC(C)CCNC(=O)CC1C(=O)N(Cc2ccccc2)C(C)c2nc3ccccc3n21 (centres undefined)	i	·
94	CC(C)NCC#CCOc1ccc(Cl)cc1	12.6%[9.22 µM]	-11.8
95	COC(=O)CSC1=C(C#N)C(c2ccc(C)o2)CC(=O)N1 (centres undefined)	17.6%	-16.7
96	CCOC(=O)N1CCC(=NNS(=O)(=O)c2cccc([N+](=O)[O-])c2)CC1	i	·
97	CN1C(=O)C(=O)/C(=C(/O)c2ccccc2)C1c1ccccc1 (centres undefined)	-4.8%	16.6
98	CCOc1ccc2nc(SCC(=O)N(CCOC)c3c(N)n(Cc4ccccc4)c(=O)[nH]c3=O)[nH]c2c1	-5.0%	·
99	C#CCOc1ccc(Cl)cc1/C=C1/C(=O)ON=C1C	1.7%	-2.1
100	CCOC(=O)/C=c1\s/c(=C\c2ccc3cc(OC)ccc3c2)c(=O)n1CC(=O)NCC1CCCO1 (centres undefined)	?	·
101	CNC(=S)Nc1cc(C(=O)N2CCCC2)ccc1N1CCCC1	6.0%	-7.0
102	O=C(Nc1nc2c(s1)CCCC2)c1cc2n(n1)C(C(F)(F)F)CC(C1CC1)N2 (centres undefined)	16.9%	0.9
103	COc1ccc(S(=O)(=O)N2CCCCCC2)cc1NC(=O)Cc1ccccc1	?	·
104	C=CCNc1nc(NCC)nc(N2CCOCC2)n1	?	·
105	CC(=O)c1ccc(NC(=O)c2ccc([N+](=O)[O-])o2)cc1	?	·
106	Cc1nn(-c2ccc(Cl)cc2Cl)c(=O)c2ccccc12	-3.9%	2.1
107	CC(=O)N1CCOc2ccc(S(=O)(=O)NCCc3ccc(S(N)(=O)=O)cc3)cc21	?	·
108	CN(CCc1cnn(C)c1)C(=O)CCc1nnc(CCCc2ccccc2)o1	i	14.6
109	Cc1cc(=O)c(C(=O)Nc2cccc(N3CCCC3=O)c2)nn1-c1ccccc1F	?	·
110	COc1cccc(NC(=O)CN(C)C(=O)CC(C)c2ccccc2)c1 (centres undefined)	?	·
111	Cc1ccc(C)c(SCC(=O)NNC(=O)c2ccccc2)c1	?	·
112	C1COCCNCCOCCOCCOCCN1	0.2%	-15.1
113	O=C(Cc1ccc(-c2ccccc2)cc1)N1CCOCC1	?	·
114	O=C(CCN1C(=O)/C(=C\C=C\c2ccccc2)SC1=S)Nc1cccc(C(=O)O)c1	i	·
115	O=C(C1=NNCC1c1ccccc1)C1OC1c1ccccc1 (centres undefined)	?	·
116	CCOc1cccc(C2C(C(=O)c3ccc(C)o3)=C(O)C(=O)N2c2nccs2)c1 (centres undefined)	i	-2.5
117	C=CCOC(=O)Nc1ccc(Cl)cc1NC(=O)OCC=C	?	·
118	CCOc1ccc(S(=O)(=O)NCc2cccs2)cc1	?	·
